Tb PFK inh: inhibitors of T. brucei phosphofructokinase | O15648 | T. brucei PFK, ADP-Glo luminescence | Potency, µM (series often up to 57.5 µM), for the others: at the top dose activity, negative = inhibition, hits mostly inhibitors | 0.17% of 330,000 active | AID 485367;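 note: potency is the fitted concentration of half-maximal effect; 0% = uninhibited 1x PFK enzyme wells and -100% = no-enzyme wells; nearly all actives have a fitted effect of over 60% in size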
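PFK 1.25 nM, F6P 0.5 mM, ATP 0.1 mM, 0.1 M TEA pH 8.0, 5 mM MgCl2, 0.01% Tween20, 0.1% BSA; 45 min RT. ADP-Glo readout. qHTS titration up to 57 uM; curves fitted, compounds curve-classed.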
Mito fusion yeast: inhibitors of mitochondrial division or activators of mitochondrial fusion; Potency, µM (series often up to 46.1 µM), inactives show at the highest dose growth rescue (activation), most hits filed as activators; 0.23% of 320,000 active; AID 485298; S. cerevisiae fusion-defective mutant growth rescue, CellTiterGlo 48 h;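 note: potency is the fitted concentration of half-maximal effect; % of control where 0% means no effect; nearly all actives have a fitted effect of over 45% in size; temperature-sensitive fusion mutants such as fzo1-1 at 37 °C on non-fermentable ethanol glycerol medium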
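S. cerevisiae fusion-defective temperature-sensitive mutants (e.g. fzo1-1, mgm1-5) grown 48 h at 37C in YPEG (ethanol/glycerol non-fermentable) medium with 23 nl compound per well; growth rescue read as CellTiterGlo luminescence.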
TCR act: activators of T cell receptors; 330,000 tested, under 10 active; Potency, µM (titrated, usually from 9.22 µM), for the others: top-dose activation of IL-2 secretion, most hits filed as activators; primary human leukocytes, anti-CD3, IL-2 HTRF, 48 h; note: % of control where 0% means no effect
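HTRF read-out of IL-2 secretion: europium cryptate donor excited at 320nm, d2 acceptor emission at 665nm. Cells were primary human leukocytes incubated 48 hr with compounds and a-CD3 beads, supplying TCR signal only.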
B2AR arrestin: agonists driving beta-arrestin recruitment to human beta2-adrenergic receptor; P07550; beta-arrestin recruitment to beta2AR, cell-based reporter; Potency, µM (series often up to 46.1 µM), for inactives: at the highest dose activation, hits mostly activators; 0.02% of 330,000 active; AID 492947;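 note: potency is the fitted concentration of half-maximal effect; 0% = DMSO controls and full agonism = EC100 isoproterenol or metaproterenol; nearly all actives have a fitted effect of over 65% in size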
Target sequence (P07550 whole entry, looked up): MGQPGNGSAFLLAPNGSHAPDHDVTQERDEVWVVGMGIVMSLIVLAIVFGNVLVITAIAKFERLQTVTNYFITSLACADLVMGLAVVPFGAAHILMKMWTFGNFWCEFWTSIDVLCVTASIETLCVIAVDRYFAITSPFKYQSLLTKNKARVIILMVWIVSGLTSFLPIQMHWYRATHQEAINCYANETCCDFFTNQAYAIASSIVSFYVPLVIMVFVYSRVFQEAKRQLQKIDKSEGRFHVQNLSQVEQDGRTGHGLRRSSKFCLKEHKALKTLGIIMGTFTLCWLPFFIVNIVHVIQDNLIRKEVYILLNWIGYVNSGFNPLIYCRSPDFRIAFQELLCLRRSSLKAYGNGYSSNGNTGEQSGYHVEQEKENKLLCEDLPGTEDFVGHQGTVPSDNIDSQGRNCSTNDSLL
BCR signal inh: inhibitors of chronic active B-cell receptor signaling. Potency, µM (doses to about 46.1 µM), for the others: top-dose ratio change, negative = lower green/red ratio, usual class: inhibitors. 0.05% of 340,000 active. ABC-DLBCL IkBa-CBG/CBR reporter, luminescence ratio, 4 h; active = well fitted inhibition curve with a large enough effect in the signal ratio, with a control signal flat, not every such curve was filed as active; inconclusive = small, poorly fitted or top-dose-only effect, or effect the other way, or a change in a side signal; the % refers to the signal ratio;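 note: potency is the fitted concentration of half-maximal effect; plate controls were basal doxycycline-induced cells for no effect and cells given 10 µM MG132 for full effect; MG132 reads +100%, hits lower the ratio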
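Doxycycline induced both beetle luciferases in TMD8 lymphoma cells; IKK-driven degradation limits the IkappaBalpha-fused green signal, while red luminescence normalises for cell number and nonspecific effects. Compounds tested up to 46 uM, 4 hrs.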
USP2a block: inhibitors of human ubiquitin-specific protease USP2a | USP2 core, Ub-CHOP2 coupled fluorogenic reporter, 485/531 | Potency, µM (top dose mostly 38.3 µM), for the others: at the highest dose activity change, negative = inhibition, actives largely listed as inhibitors | 0.01% of 330,000 active;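 note: potency is the fitted concentration of half-maximal effect; plate controls were DMSO wells for no effect and full inhibition by NEM control for full effect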
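USP2 core (10nM final) preincubated 30min RT with compound in 20mM Tris-HCl pH 8.0, 2mM CaCl2, 2mM beta-mercaptoethanol, 0.05% CHAPS; 25nM Ub-CHOP2 plus 25nM reporter substrate added, fluorescence (Ex485/Em531) read after 60min.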
TSG101-PTAP inh: blocks PTAP/TSG101 interaction to inhibit HIV-1 budding; Q99816; Fluorescence polarization, FITC-PTAP peptide / Tsg101 binding; Potency, µM (series often up to 115 µM), for the others: at the highest dose activity change, negative = inhibition, most hits filed as inhibitors; 340,000 tested, under 10 active; AID 493005; active = well fitted inhibition curve with a large enough effect in the main read-out, with a control signal flat, not every such curve was filed as active; inconclusive = small, poorly fitted or top-dose-only effect, or effect the other way, or a change in a side signal; inactive = no such curve, though single readings can be large or run the other way; note: potency is the fitted concentration of half-maximal effect; % of control where 0% means no effect
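Steps: Tsg101 binding domain dispensed (10 uM final), compounds pinned in DMSO, FITC-labeled PTAP-motif peptide added (50 nM final); after 20 min binding at room temperature, polarization measured.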
ELG1 repair inh: inhibitors of ELG1-dependent DNA repair in HEK293T cells. HEK293T ELG1-luciferase reporter, luminescence, 16 h; DNA damage induced by 5-fluorouridine. Potency, µM (titrated, usually from 46.1 µM), for inactives: at the top dose activity change, negative = inhibition, most hits filed as inhibitors. 2.3% of 330,000 active; note: potency is the fitted concentration of half-maximal effect; % is set by controls: 0 for no effect and ±100 for the full control effect; nearly all actives have a fitted effect of over 55% in size
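Overnight (16 hr) co-exposure of 2,000 cells/well to 5-fluorouridine and compound at 37 °C preceded detection. Luciferase was quantified via ONE-Glo luminescence; loss of signal denotes inhibition.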
uPA surface inh: cell surface uPA generation inhibition | cell surface uPA generation assay, qHTS | Potency, µM (doses to about 38.3 µM), inactives show top-dose activity change, negative = inhibition, usual class: inhibitors | 0.31% of 330,000 active | AID 540303; active = well fitted inhibition curve with a large enough effect; inconclusive = small, poorly fitted or top-dose-only effect; inactive = no such curve, though single readings can be large or run the other way; tested in mouse RAW 264.7 cells; note: potency is the fitted concentration of half-maximal effect; % is set by controls: 0 for no effect and ±100 for the full control effect; nearly all actives have a fitted effect of over 55% in size
TSHR antagonist: human thyrotropin receptor antagonism; TSHR-expressing cells, TSH-stimulated cAMP HTRF, 2 h; hits give low values; P16473; 0.2% of 330,000 active; activity change, negative = inhibition, % at 11.5 µM; AID 504810;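 active = activity change below a set negative limit, meaning inhibition stronger than a set level, cut at about -70% in these data; inconclusive = activity change between two set negative limits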; note: % is set by controls: 0 for no effect and ±100 for the full control effect
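Cell-based HTRF cAMP assay; TSHR cells + compound, TSH EC80 (4nM final), 2 h, 37 deg C. Lysis with anti-cAMP cryptate and cAMP-d2, 30 min RT, read 665/620 nm.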
Eya2 phos inh: inhibitors of human Eya2 phosphatase activity | O00167 | recombinant Eya2, OMFP fluorescence dephosphorylation (OMFP is methylfluorescein phosphate) | Potency, µM (titrated, usually from 76.9 µM), for inactives: top-dose activity, negative = inhibition, actives largely listed as inhibitors | 0.006% of 330,000 active | AID 488837; note: potency is the fitted concentration of half-maximal effect; % is set by controls: 0 for no effect and ±100 for the full control effect
Target sequence (O00167 whole entry, looked up): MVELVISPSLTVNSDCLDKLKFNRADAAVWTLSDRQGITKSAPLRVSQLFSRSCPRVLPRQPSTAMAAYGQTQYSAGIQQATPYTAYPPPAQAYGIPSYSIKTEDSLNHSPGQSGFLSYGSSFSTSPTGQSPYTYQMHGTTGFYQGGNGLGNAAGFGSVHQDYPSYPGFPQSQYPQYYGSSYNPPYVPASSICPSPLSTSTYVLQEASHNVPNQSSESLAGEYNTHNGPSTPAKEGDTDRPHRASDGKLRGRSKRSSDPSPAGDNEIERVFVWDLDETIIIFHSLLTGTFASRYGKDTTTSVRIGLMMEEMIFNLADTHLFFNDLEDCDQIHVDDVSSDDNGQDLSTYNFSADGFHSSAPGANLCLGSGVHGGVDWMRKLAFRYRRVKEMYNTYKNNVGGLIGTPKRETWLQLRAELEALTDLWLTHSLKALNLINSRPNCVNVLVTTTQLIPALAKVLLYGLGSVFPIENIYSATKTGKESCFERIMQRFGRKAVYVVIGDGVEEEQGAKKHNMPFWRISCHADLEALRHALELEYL
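Eya2 (0.2 uM) preincubated 10 min at ambient with compound, then OMFP substrate added at 50 uM; 10 min reaction in 50 mM HEPES pH 7.5, 50 mM NaCl, 5 uM MgCl2, 0.05% BSA, 1 mM DTT. Fluorescence read at Ex 485/Em 525 nm.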
Numbers without * were called inactive; ? = inconclusive; · = not tested or not shown; [ ] = another dose, or the depositor's remark. Unless noted, calls come from the whole dose curve; as a rule, active = well fitted curve in the direction sought with a large enough effect; inconclusive = small, poorly fitted or top-dose-only effect, or another doubt; inactive = no such curve, though single readings can be large; an effect the other way counts as inactive or inconclusive.

SMILES	Tb PFK inh	Mito fusion yeast	TCR act	B2AR arrestin	BCR signal inh	USP2a block	TSG101-PTAP inh	ELG1 repair inh	uPA surface inh	TSHR antagonist	Eya2 phos inh
CCOc1ccc(N(CC(=O)Nc2cccc(Br)c2)S(C)(=O)=O)cc1	1%	3%	·	-0.1%	?	-11%	1%	-4%	8%	23	-11%
CC(C)c1ccc(NC(=O)Cn2nnc(C(=O)NCc3ccc4c(c3)OCO4)c2N)cc1	6%	1%	4%	0.1%	8%	2%	-4%	3%	-3%	-8	-4%
Cc1cc(C)c(NC(=O)CS(=O)CC(=O)NCC2CCCO2)c(C)c1 (configuration not stated)	4%	-2%	-3%	-0.1%	2%	-1%	1%	1%	4%	8	-13%
CCOC(=O)c1sc(Nc2ccc(Br)cc2)nc1C	3%	-3%	-2%	-0.2%	?	1%	-1%	?	1%	-11	-10%
COC(=O)c1ccc(CNC(=O)COc2ccccc2Br)o1	-9%	0%	4%	0.0%	-12%	1%	-9%	13%	-17%	4	13%
O=C1COc2ccc(C(=O)CSc3nnc(Cc4cccs4)n3-c3ccc(Cl)cc3)cc2N1	2%	1%	3%	0.2%	1%	-8%	1%	?	·	-16	-4%
CCC(CC)c1nnc(NC(=O)C2COc3ccccc3O2)s1 (configuration not stated)	-5%	9%	-1%	0.2%	?	2%	-1%	?	·	5	-4%
O=C(OCc1cc(=O)n2cc(Br)ccc2n1)C1COc2ccccc2O1 (configuration not stated)	-6%	3%	30%	-0.5%	1%	0%	-3%	1%	4%	0	-25%
CCc1nnc(NS(=O)(=O)c2ccc(NC(=O)c3ccccc3O)cc2)s1	3%	-15%	-4%	0.2%	4%	-1%	-4%	-1%	4%	-13	2%
COc1ccc(N2CCN(C(=O)c3c(-c4c(F)cccc4Cl)noc3C)CC2)cc1	-7%	2%	1%	0.1%	0%	0%	·	-9%	-1%	-22	10%
COc1ccccc1CCN=C(N)NS(=O)(=O)c1ccc(C)cc1	-1%	-1%	0%	-0.2%	6%	1%	-2%	-2%	17%	9	-14%
CCCC(=O)Nc1ccc(C(=O)N2CCCC2)cc1	-16%	-3%	3%	0.3%	6%	0%	-2%	6%	4%	8	3%
C[C@@H](CSc1ccccc1)CN1CC[C@H](C(C)(C)C)CCC1=O	0%	9%	-1%	-0.9%	14%	0%	-2%	26%	6%	-9	-9%
CC(C)(C)C(=O)Nc1ncc(C(F)(F)F)cc1Cl	-9%	3%	5%	-0.6%	-1%	1%	-3%	9%	0%	11	-8%
COc1ccc(N2CCN(C(=O)CSc3nnc(-c4ccc5[nH]c(C)c(C)c5c4)o3)CC2)cc1	0%	-1%	4%	-0.1%	0%	3%	-1%	?	1%	-2	11%
CN(C)S(=O)(=O)c1ccc(Cl)c(C(=O)NC2=NCCS2)c1	1%	11%	0%	0.0%	-2%	-5%	2%	13%	2%	1	-3%
CCC(C)(C)n1nnnc1C(C(C)C)N(Cc1ccco1)Cc1cc2cc3c(cc2[nH]c1=O)OCO3 (configuration not stated)	2%	-5%	7%	-0.3%	-12%	4%	-5%	15%	·	25	-17%
O=C(Cc1c(O)c2ccccc2[nH]c1=O)NCc1ccccc1F	5%	?	-1%	0.2%	0%	1%	-3%	0%	14%	-18	14%
CN(C(=O)CS(=O)(=O)c1cn(CC(=O)N2CCCCC2)c2ccccc12)c1ccccc1	8%	0%	0%	-0.2%	1%	3%	-4%	0%	-3%	12	-5%
OC(COCc1ccco1)CN1CCN(c2ccccc2)CC1 (configuration not stated)	6%	-1%	5%[46.1 µM]	-1.9%	?	-2%	-5%	7%	3%	4	-3%
Cc1cc([N+](=O)[O-])cnc1N1CCOCC1	-5%	-21%	-1%[46.1 µM]	0.7%	0%	2%	-2%	5%	0%	0	-3%
Cc1ccc(C)c(N(CC(=O)NN=C2CCCCCCC2)S(C)(=O)=O)c1	2%	1%	0%	0.5%	?	1%	0%	3%	5%	26	3%
CCOc1cccc(C(=O)Nc2ccc(N3CCN(S(C)(=O)=O)CC3)cc2)c1	-4%	-2%	-1%	-1.0%	-18%	5%	-6%	11%	0%	-4	16%
CN(CC(=O)Nc1ccc(F)cc1)C(=O)COC(=O)CNC(=O)c1sc2ccccc2c1Cl	11%	0%	1%	0.0%	?	1%	-7%	-2%	-7%	-9	-6%
O=C(Nc1ccncc1)c1ccc2c(c1)C(=O)N(C1CCCCC1)C2=O	1%	8%	13%	-0.4%	?	3%	-8%	-12%	-1%	-41	-1%

Part of the list above, reformatted.
canonical_smiles: COC(=O)c1ccc(CNC(=O)COc2ccccc2Br)o1
- Tb PFK inh: -9%
- Mito fusion yeast: 0%
- TCR act: 4%
- B2AR arrestin: 0.0%
- BCR signal inh: -12%
- USP2a block: 1%
- TSG101-PTAP inh: -9%
- ELG1 repair inh: 13%
- uPA surface inh: -17%
- TSHR antagonist: 4
- Eya2 phos inh: 13%

canonical_smiles: O=C1COc2ccc(C(=O)CSc3nnc(Cc4cccs4)n3-c3ccc(Cl)cc3)cc2N1
- Tb PFK inh: 2%
- Mito fusion yeast: 1%
- TCR act: 3%
- B2AR arrestin: 0.2%
- BCR signal inh: 1%
- USP2a block: -8%
- TSG101-PTAP inh: 1%
- ELG1 repair inh: ?
- uPA surface inh: ·
- TSHR antagonist: -16
- Eya2 phos inh: -4%

canonical_smiles: CCC(CC)c1nnc(NC(=O)C2COc3ccccc3O2)s1 (configuration not stated)
- Tb PFK inh: -5%
- Mito fusion yeast: 9%
- TCR act: -1%
- B2AR arrestin: 0.2%
- BCR signal inh: ?
- USP2a block: 2%
- TSG101-PTAP inh: -1%
- ELG1 repair inh: ?
- uPA surface inh: ·
- TSHR antagonist: 5
- Eya2 phos inh: -4%

Other entries:
SMILES	Tb PFK inh	Mito fusion yeast	TCR act	B2AR arrestin	BCR signal inh	USP2a block	TSG101-PTAP inh	ELG1 repair inh	uPA surface inh	TSHR antagonist	Eya2 phos inh
COc1ccc(-c2ccc(OC)cc2C(=O)O)cc1	-2%	-4%	-15%	-0.2%	7%	0%	-2%	0%	-3%	12	21%
COc1c(C(=O)Nc2ccc3[nH]c(=O)[nH]c3c2)cc2ccccc2c1Br	0%	-7%	2%	0.0%	?	-2%	-5%	26%	0%	3	-4%
COc1ccccc1OCC(=O)N1CCCC(Nc2cccc(F)c2)C1 (configuration not stated)	-27%	1%	-2%	0.1%	0%	1%	1%	0%	2%	22	-4%
CCOc1cc(C=C2C(=O)c3ccccc3C2=O)ccc1OCC(=O)Nc1ccc(C)cc1	0%	7%	2%[46.1 µM]	-0.8%	?	1%	?	15%	7%	6	-13%
CCOC(=O)N1CCN(S(=O)(=O)c2ccc(F)c(C(=O)Nc3cc(C)cc(C)c3)c2)CC1	1%	5%	-2%	0.3%	?	2%	-3%	?	·	-12	12%
CCOC(=O)C(NC(=O)c1ccc(OC)cc1)(Nc1cc(C)on1)C(F)(F)F (configuration not stated)	-1%	-4%	-9%	0.3%	-3%	4%	-7%	-11%	2%	-3	-8%
Cc1cc(C)c(C)c(S(=O)(=O)NCc2ccc(C(=O)N3CCOCC3)cc2)c1C	-2%	1%	2%	-0.4%	-1%	-2%	-6%	6%	4%	-14	7%
CCOc1c(C)cc(S(=O)(=O)NCc2cccnc2)c(C)c1C	0%	1%	·	-0.4%	-2%	0%	-1%	-20%	6%	6	7%
Cc1ccc(CNC(=O)Cc2csc(Nc3nc(=S)[nH]c4ccccc34)n2)cc1	-10%	-8%	·	-0.3%	8%	2%	·	-1%	·	1	-4%
Cc1cc(C)n(-c2cc(N3CCN(S(=O)(=O)c4ccc(Br)cc4)CC3)ccc2[N+](=O)[O-])n1	-4%	12%	-7%[46.1 µM]	0.3%	2%	0%	-6%	-16%	5%	2	-5%
C=CC[C@H](CC(=O)NCCO)C(=O)N[C@@H](COC(=O)[C@@H](CC=C)Cc1ccc(F)cc1)Cc1ccccc1	-4%	·	2%	0.1%	-1%	0%	-9%	8%	-1%	-2	-4%
